# High-throughput results: PubChem, National Center for Advancing Translational Sciences (NCATS)
# GCN5L2 inh: blocks human GCN5L2 histone acetyltransferase; GCN5L2 HAT assay, ThioGlo1 CoA-SH fluorescence; Potency, µM (titrated, usually from 58.9 µM), for the others: at the highest dose activity change, negative = inhibition, usual class: inhibitors; 390,000 tested, 0.21% active; AID 504327; active means well fitted inhibition curve with a large enough effect; inconclusive means small, poorly fitted or top-dose-only effect, or another doubt; inactive means no such curve, though single readings can be large or run the other way
# Target sequence (Q92830 whole entry, looked up): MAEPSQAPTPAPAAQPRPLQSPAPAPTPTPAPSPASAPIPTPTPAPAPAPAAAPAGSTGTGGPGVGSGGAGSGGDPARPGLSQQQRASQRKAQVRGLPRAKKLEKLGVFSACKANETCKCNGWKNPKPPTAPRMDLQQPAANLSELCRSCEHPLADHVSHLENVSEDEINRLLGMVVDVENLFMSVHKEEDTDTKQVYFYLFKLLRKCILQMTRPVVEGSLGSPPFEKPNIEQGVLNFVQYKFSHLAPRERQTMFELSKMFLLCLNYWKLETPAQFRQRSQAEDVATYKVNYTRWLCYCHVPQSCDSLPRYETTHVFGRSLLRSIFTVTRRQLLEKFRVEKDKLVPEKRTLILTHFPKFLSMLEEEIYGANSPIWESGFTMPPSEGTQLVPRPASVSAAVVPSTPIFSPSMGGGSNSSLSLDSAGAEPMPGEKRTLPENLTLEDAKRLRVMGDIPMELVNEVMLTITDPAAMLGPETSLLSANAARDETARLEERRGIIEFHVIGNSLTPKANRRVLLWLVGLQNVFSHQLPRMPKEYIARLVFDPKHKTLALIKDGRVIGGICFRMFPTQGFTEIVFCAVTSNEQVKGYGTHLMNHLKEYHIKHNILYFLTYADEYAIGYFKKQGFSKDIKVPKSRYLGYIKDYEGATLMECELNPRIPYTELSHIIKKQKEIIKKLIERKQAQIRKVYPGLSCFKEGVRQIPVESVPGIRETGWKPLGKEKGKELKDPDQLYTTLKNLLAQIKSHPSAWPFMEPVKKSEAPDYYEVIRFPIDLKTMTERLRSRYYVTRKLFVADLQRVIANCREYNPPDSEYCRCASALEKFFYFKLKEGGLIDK
#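 GCN5L2 (20nM final) in 50mM HEPES, 0.1mM EDTA pH 7.5, 0.01% Tween-20 was preincubated 15 min at room temperature with compound, then given ThioGlo1 (50uM), H3(1-25) peptide (75uM) and acetyl-CoA (70uM); CoA-thiol fluorescence (Ex340/Em540) was read at 0 and 20 min.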
# Numbers without * were called inactive; ? = inconclusive; & = joins results of further samples; [ ] = remark or other dose. On the % scale 0 is the no-effect control and ±100 the full control effect; potency means the concentration at half of the fitted maximal effect.
molecule: C=C(C)[C@]12C[C@@H](C)[C@@]34OC(Cc5ccccc5)(O[C@@H]1[C@@H]3C=C(COC(=O)Cc1cc(I)c(O)c(OC)c1)C[C@]1(O)C(=O)C(C)=C[C@@H]41)O2
- GCN5L2 inh: ?

molecule: O=c1ccc2cc(O[C@H]3O[C@@H](CO)[C@@H](O)[C@@H](O)[C@@H]3O)c(O)cc2o1
- GCN5L2 inh: ?

molecule: COc1cc2c(cc1O)[C@H]1Cc3ccc(OC)c(O)c3CN1CC2
- GCN5L2 inh: -59%[21.4 µM]

molecule: C[C@@H]1CC[C@H]2[C@@H](C)C(=O)O[C@@H]3OC4(C)CC[C@@H]1C32OO4 (stereo not given in full)
- GCN5L2 inh: 1%

molecule: CCOC(=O)c1ccc(NC(=O)C2C3C=CC(O3)C2C(=O)O)cc1 (stereo not given)
- GCN5L2 inh: -1%

molecule: c1ccc2c(c1)c1cc[n+]2CCCCC[n+]2ccc(c3ccccc32)NCCCCCN1
- GCN5L2 inh: 0%

molecule: O=[N+]([O-])c1cc(F)c(N2CCCC2)cc1N1CCNCC1
- GCN5L2 inh: -4%

molecule: CC(=O)O[C@H]1C2[C@@H](OC(=O)Cc3ccccc3)[C@@H](C)C[C@]2(OC(C)=O)C(=O)/C(C)=C/[C@@H]2[C@H](CC[C@@]13CO3)C2(C)C (stereo not given in full)
- GCN5L2 inh: 11%

molecule: O=[As]O[As]=O (stereo not given)
- GCN5L2 inh: -20%

molecule: C[C@@H]1O[C@@H](O[C@H]2CC[C@@H](O[C@H]3[C@H](O)C[C@H](c4ccc5c(c4O)C(=O)C4=C(C5=O)[C@@]5(O)C(=O)C[C@](C)(O[C@H]6CC[C@H](O[C@H]7C=CC(=O)[C@H](C)O7)[C@H](C)O6)C[C@@]5(O)C=C4)O[C@@H]3C)O[C@H]2C)C=CC1=O
- GCN5L2 inh: -42%

molecule: CC(C)(C)OC(=O)N1CC[C@H]1COc1cnc[c]([Sn]([CH3])([CH3])[CH3])c1
- GCN5L2 inh: -1%[12.7 µM]

molecule: CCC(C)C(NC(=O)CCCNC(=O)CCC(=O)OC1O[C@H]2OC3(C)CC[C@H]4[C@H](C)CCC(C1C)C24OO3)C(=O)O (stereo not given in full)
- GCN5L2 inh: -5%

molecule: C[C@H](N)[C@@H](O)c1ccccc1
- GCN5L2 inh: -2%[21.4 µM]

molecule: CS/C(N)=C(C#N)/C(C#N)=C(\N)SC
- GCN5L2 inh: ?

molecule: Cc1nc2ccc(P(=O)(O)O)cc2s1
- GCN5L2 inh: -4%

# Structural class, the entries above containing an aryl methoxy group (2)
molecule: C=C(C)[C@]12C[C@@H](C)[C@@]34OC(Cc5ccccc5)(O[C@@H]1[C@@H]3C=C(COC(=O)Cc1cc(I)c(O)c(OC)c1)C[C@]1(O)C(=O)C(C)=C[C@@H]41)O2
- GCN5L2 inh: ?

molecule: COc1cc2c(cc1O)[C@H]1Cc3ccc(OC)c(O)c3CN1CC2
- GCN5L2 inh: -59%[21.4 µM]

# Back to the main list; the 6 compounds before the break are reprinted first.
molecule: C[C@@H]1O[C@@H](O[C@H]2CC[C@@H](O[C@H]3[C@H](O)C[C@H](c4ccc5c(c4O)C(=O)C4=C(C5=O)[C@@]5(O)C(=O)C[C@](C)(O[C@H]6CC[C@H](O[C@H]7C=CC(=O)[C@H](C)O7)[C@H](C)O6)C[C@@]5(O)C=C4)O[C@@H]3C)O[C@H]2C)C=CC1=O
- GCN5L2 inh: -42%

molecule: CC(C)(C)OC(=O)N1CC[C@H]1COc1cnc[c]([Sn]([CH3])([CH3])[CH3])c1
- GCN5L2 inh: -1%[12.7 µM]

molecule: CCC(C)C(NC(=O)CCCNC(=O)CCC(=O)OC1O[C@H]2OC3(C)CC[C@H]4[C@H](C)CCC(C1C)C24OO3)C(=O)O (stereo not given in full)
- GCN5L2 inh: -5%

molecule: C[C@H](N)[C@@H](O)c1ccccc1
- GCN5L2 inh: -2%[21.4 µM]

molecule: CS/C(N)=C(C#N)/C(C#N)=C(\N)SC
- GCN5L2 inh: ?

molecule: Cc1nc2ccc(P(=O)(O)O)cc2s1
- GCN5L2 inh: -4%

molecule: C[C@H](CCC(=O)O)C[C@H](C)C[C@H](C)C(=O)/C=C(\O)[C@H](C)C[C@H](C)C/C=C/[C@@H](C)[C@@H](O)[C@@H](C)[C@@H](O)C[C@@H]1CC[C@@](C)([C@H]2CC[C@@](C)([C@@H](C)O)O2)O1
- GCN5L2 inh: 2%

molecule: CCCCCCCCCC[n+]1cccc([C@@H]2CCCN2C)c1
- GCN5L2 inh: 8.9µM*

molecule: O=C(O)CCC(CP(=O)(O)O)C(=O)O (stereo not given)
- GCN5L2 inh: 0%

molecule: NC(C(=O)O)C1CC(Cl)=NO1 (stereo not given)
- GCN5L2 inh: -3%

molecule: COC1=CC(=O)O[C@@H](/C=C\c2ccccc2)C1
- GCN5L2 inh: 8%[21.4 µM]

molecule: Oc1c(Br)cc(Br)cc1Oc1ccc(Br)cc1Br
- GCN5L2 inh: -21%

molecule: CCCCC/C=C\C/C=C\C/C=C\C/C=C\CCCC(=O)N(Cc1ccc(O)c(Cl)c1)Cc1ccc(O)c(Cl)c1
- GCN5L2 inh: ?

molecule: COC1(C)CC(c2ccccc2)c2c(c3ccccc3oc2=O)O1 (stereo not given)
- GCN5L2 inh: 27%

molecule: CC1CCN(S(=O)(=O)c2ccc(NN=C(C#N)C#N)cc2)CC1
- GCN5L2 inh: -21%

molecule: COc1ccc(/C=C2/C(=O)NC(=O)N(C3CCCCC3)C2=O)cc1CSc1ccccn1
- GCN5L2 inh: ?

molecule: CN(C)[C@H]1C(=O)C(C(N)=O)=C(O)[C@]2(O)C(=O)C3=C(O)c4c(O)cccc4[C@@](C)(O)[C@H]3C[C@@H]12
- GCN5L2 inh: -3%[21.4 µM]

molecule: COC(=O)c1ccc2[se]c(CC3CCCCC3)c(I)c2c1
- GCN5L2 inh: -1%

molecule: COCCNP(=O)(c1ccccc1)c1nc2ccccc2s1 (stereo not given)
- GCN5L2 inh: -2%

molecule: C/C=C1\C[N@@+]2(C)CC[C@@]34C(=C(C=O)[C@H]1C[C@H]32)Nc1ccccc14
- GCN5L2 inh: ?

molecule: C/C1=C/C(=O)O[C@@H]2C[C@@H](CC[C@H](C)/C=C\CC1)O[C@@](O)(C1CSC(=O)N1)C2 (stereo not given in full)
- GCN5L2 inh: -13%&-22%

molecule: CN(C)C1CSSSC1
- GCN5L2 inh: -34%

molecule: N[C@@H](Cn1ccc(=O)[nH]c1=O)C(=O)O
- GCN5L2 inh: -5%

molecule: Cc1ccc2c(c1)=C/C(=C\c1c(O)[nH]c(=S)[nH]c1=O)C(=O)N=2
- GCN5L2 inh: -26%

molecule: C[C@H]1CC[C@@]2(NC1)O[C@@H]1C[C@H]3[C@@H]4CC=C5C[C@@H](O)CC[C@]5(C)[C@@H]4CC[C@]3(C)[C@@H]1[C@@H]2C
- GCN5L2 inh: 11%[21.4 µM]

molecule: CN1CCC2=C[C@H](O)[C@@H]3OC(=O)c4cc5c(cc4[C@H]3[C@H]21)OCO5
- GCN5L2 inh: 0%[21.4 µM]

molecule: C=C[C@H]1CN2CC[C@@H]1C[C@H]2[C@@H](O)c1ccnc2ccccc12
- GCN5L2 inh: 9%&12%[21.4 µM]

molecule: C[C@H]1CC[C@@]2(NC1)O[C@@H]1C[C@H]3[C@@H]4CC[C@@H]5C[C@@H](O)CC[C@@]5(C)[C@@H]4CC[C@]3(C)[C@@H]1[C@@H]2C
- GCN5L2 inh: 9%[21.4 µM]

molecule: O=[N+]([O-])c1cc(-c2ccc([As](=O)(O)O)cc2)ccc1[As](=O)(O)O
- GCN5L2 inh: -1%

molecule: CC(C)[C@H](NC(=O)[C@H](CCC(=O)O)NC(=O)[C@H](Cc1ccccc1)NC(=O)[C@@H](C)NC(=O)[C@@H](N)Cc1ccc(O)cc1)C(=O)N[C@H](C(=O)NCC(N)=O)C(C)C
- GCN5L2 inh: -18%

molecule: CC1(C)[C@@H](C=C(Cl)Cl)[C@@H]1C(=O)OCc1c(F)c(F)cc(F)c1F
- GCN5L2 inh: -4%

molecule: C=CCN(CC#CCOc1ccccc1OC)CC=C
- GCN5L2 inh: -10%

molecule: C[C@H]1C(=O)O[C@@H]2CCN3CC=C(COC(=O)[C@@](C)(O)[C@@]1(C)O)[C@H]23
- GCN5L2 inh: 8%[21.4 µM]

molecule: CC1=C2C(=O)C3C(CC=C4C[C@@H](O)CC[C@@]43C)[C@@H]2CC[C@]12O[C@@H]1C[C@H](C)CN[C@H]1C2C (stereo not given in full)
- GCN5L2 inh: 31%[activator]

molecule: COc1ccc(-c2csc(NC(=O)COC(=O)Cc3ccccc3)n2)cc1OC
- GCN5L2 inh: 2%

molecule: OC(c1ccc(Cl)cc1)(c1cncnc1)c1ccccc1Cl (stereo not given)
- GCN5L2 inh: 27%

# In the list so far, these have a cyano group.
molecule: CS/C(N)=C(C#N)/C(C#N)=C(\N)SC
- GCN5L2 inh: ?

molecule: CC1CCN(S(=O)(=O)c2ccc(NN=C(C#N)C#N)cc2)CC1
- GCN5L2 inh: -21%

# Of the compounds above, 2 contain an NH in an aromatic ring.
molecule: N[C@@H](Cn1ccc(=O)[nH]c1=O)C(=O)O
- GCN5L2 inh: -5%

molecule: Cc1ccc2c(c1)=C/C(=C\c1c(O)[nH]c(=S)[nH]c1=O)C(=O)N=2
- GCN5L2 inh: -26%

# The list continues:
smiles,GCN5L2 inh
CC(=O)CC(c1ccccc1)c1c(O)c2ccc(O)cc2oc1=O (stereo not given),-26%
CCCC(=O)O[C@@H]1[C@@H](C)[C@@]2(O)[C@@H](C=C(CO)C[C@]3(O)C(=O)C(C)=C[C@@H]23)[C@@H]2C(C)(C)[C@]12OC(=O)CCC,36%[activator]
CCC1COC(Cn2cncn2)(c2ccc(Cl)cc2Cl)O1 (stereo not given),18%
Oc1ccc2c3c1O[C@H]1c4[nH]c5ccccc5c4C[C@@]4(O)C(C2)N(CC2CC2)CC[C@]314,-5%
O=C1C=CC(=O)C(Cl)=C1,16µM*
CC[C@H]1CN2CC[C@@H]1C[C@H]2[C@@H](O)c1ccnc2ccc(OC)cc12,-16%[21.4 µM]
CCCCC/C=C\C/C=C\C/C=C\C/C=C\CCCC(=O)OC(CO)CO,?
COc1ccc(C[C@H]2c3cc(OC)c(OC)cc3CCN2C)cc1OC,8.9µM*
C=C1[C@@H]2C[C@@]3([C@H]1O)[C@H]1C[C@@H]4[C@@]5(C)CC[C@H](O)[C@]4([C@H]1N(CC)C5)[C@H]3C[C@H]2O,11%[21.4 µM]
CCCCC/C=C\C/C=C\C/C=C\C/C=C\CCCC(=O)NCCO,-5%&-3%
CCN1C[C@]2(COC)CC[C@H](O)[C@@]34[C@@H]5C[C@H]6[C@@H](OC)[C@H]5[C@](O)(C[C@@H]6OC)[C@@](O)([C@@H](OC)[C@H]23)[C@@H]14,4%[21.4 µM]
CC(C)(C)OC(=O)C(Br)CCBr (stereo not given),?
COc1ccc(CN2CCN(c3ccccc3F)CC2)c(OC)c1,-3%
NCCCP(=O)(O)O,-2%
CCCCCCCCc1[se]c2ccccc2c1[Se]c1ccccc1,-19%
C/C(=N\N1CCCCCC1)c1c(O)n(C)c(=O)n(C)c1=O,-1%
C[C@H](N)Cc1ccccc1,0%
C[C@H]1CC[C@@H]2[C@@H](C)C(=O)O[C@H]3O[C@@]4(C)CC[C@H]1[C@@]32OO4,0%[21.4 µM]
CS(=N)(=O)CC[C@@H](N)C(=O)O (stereo not given in full),12%[21.4 µM]
CCN1C[C@]2(C)CC[C@H](O)[C@@]34[C@@H]5CC6[C@@H](OC)C[C@@](O)([C@@H]5[C@@H]6O)[C@H](C[C@@H]23)[C@H]14,9%[21.4 µM]
CC1(C(=O)O)C2CCC(O2)C1(C)C(=O)O (stereo not given),-2%
COC(=O)CCCc1[se]c2ccccc2c1I,6%
CC[C@@]1(O)C(=O)OCc2c1cc1n(c2=O)-c2cc3ccccc3nc2C1,28µM*
NC1=N[C@H](O)[C@H]2C3O[C@]4(O)O[C@H](C(O)[C@@]2(N1)[C@@H]4O)C3(O)CO (stereo not given in full),-2%
C[N+](C)(C)CCCl,0%
Cc1cc(SCc2sc(-c3ccc(C(F)(F)F)c(F)c3)nc2C)ccc1OCC(=O)O,32µM*
CCN(CC)C(=O)N[C@@H]1C[C@@H]2c3cccc4[nH]cc(c34)C[C@H]2N(C)C1,-1%
CCCCC/C=C\C/C=C\C/C=C\C/C=C\CCCC(=O)NCc1ccoc1,14µM*
N[C@@H](Cc1cc(Br)c(O)c(Br)c1)C(=O)O,1%
CN1C(=O)[C@]23CC4=CC=C[C@H](O)[C@H]4N2C(=O)[C@@]1(CO)SS3,-12%
CC(=O)OCC1=C(C(=O)O)N2C(=O)[C@@H](N)[C@@H]2SC1,-3%[21.4 µM]
CCOP(=O)(OCC)Oc1ccc2ccc(=O)oc2c1,25%
CC(=O)Nc1c2sscc-2n(C)c1=O,-6%

# Some of the compounds tested, so the mix of outcomes need not match the whole.
